GASC-1 inh = blocks human GASC-1 demethylase activity | Q9H3R0 | GST-JMJD2C(1-420) H3K9me3 demethylation, DELFIA europium | inhibition, % at 2.35 µM | actives 0.069% (n = 330,000) | AID 2099;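 active = more than half of a compound's replicate wells show inhibition beyond 50%, single wells judged on their own value; inconclusive = some, but no more than half, of replicates pass 50% inhibition; inactive = no replicate passes 50% inhibition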;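 note: signal counts dimethyl H3K9 product captured on neutravidin plate; 0% = median of DMSO wells and 100% = 0.3 times that DMSO median; strong numbers were not always called active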
Target sequence (Q9H3R0 1-420 limits assumed): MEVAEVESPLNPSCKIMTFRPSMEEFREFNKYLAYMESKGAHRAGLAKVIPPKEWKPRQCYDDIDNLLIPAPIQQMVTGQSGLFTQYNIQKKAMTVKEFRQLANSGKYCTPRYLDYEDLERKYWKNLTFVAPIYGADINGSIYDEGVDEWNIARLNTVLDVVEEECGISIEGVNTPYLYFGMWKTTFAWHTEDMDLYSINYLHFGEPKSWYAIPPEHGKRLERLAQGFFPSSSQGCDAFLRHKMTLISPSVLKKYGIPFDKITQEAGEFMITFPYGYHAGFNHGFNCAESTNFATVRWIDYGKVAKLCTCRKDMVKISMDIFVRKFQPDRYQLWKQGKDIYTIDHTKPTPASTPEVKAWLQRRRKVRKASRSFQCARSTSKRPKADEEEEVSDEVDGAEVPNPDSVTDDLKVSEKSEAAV
* hit, by the source's call; ? = inconclusive. An excerpt; count on the stated rates, not on these rows.

SMILES	GASC-1 inh
CC(C)=CC(=O)Nc1nc2ccc([N+](=O)[O-])cc2s1	6
Cc1nn(Cc2ccccc2Cl)c(C)c1NC(=O)C1C2CCC(O2)C1C(=O)O (centres undefined)	-16
COc1ccc(/C=C(\C#N)c2nc3ccccc3[nH]2)cc1O	1
Cc1cc(C)n2c(C)nnc2c1	1
Cc1ccc(-c2ccc(/C=C3/NC(=O)NC3=O)o2)cc1[N+](=O)[O-]	5
Cc1c(C(=O)O)c(=S)sn1CCOc1ccccc1	0
O=C(O)c1ccc(Cl)c(NCc2ccncc2)c1	2
Cc1cccc(/C=C(\c2nc3ccccc3[nH]2)S(=O)(=O)c2ccccc2)c1	-7
CCCN1CCc2c(sc3nc(SCC)n(-c4ccccc4)c(=O)c23)C1	-6
COC(=O)C(CC(=O)c1ccc(Br)cc1)n1ccnc1 (centres undefined)	-8
O=C(c1cnc2ccc(Cl)cc2c1Cl)N1CCOCC1	20
O=C(c1ccc(S(=O)(=O)NCC2CCCO2)cc1)N1CCN(c2cccc(Cl)c2)CC1 (centres undefined)	6
O=C(COc1ccc(Cl)cc1Cl)Nc1cccc(-c2ccc(N3CCOCC3)nn2)c1	5
CNC(=O)c1nnsc1S(=O)(=O)c1ccc(Cl)cc1	5
FC(F)Sc1ccc(NC(=S)N2CCN(c3ccccn3)CC2)cc1	-20
Cc1nn(Cc2ccccc2)c(C)c1NC(=O)CSc1nc(-c2ccccc2)nc2c1cnn2-c1ccccc1	-9
CCCCC(=O)N1CCN(c2nc(-c3ccc(F)cc3)cs2)CC1	-8
CCOc1ccc(NC(=O)CSc2nc3cccnc3n2CC)cc1	-1
COc1cc(C(=O)NC(C)Cc2ccccn2)ccc1OC1CCN(C(C)=O)CC1 (centres undefined)	1
N#Cc1cccc(N=c2ssnc2Cl)c1	-7

A draw from above in order of number of heavy atoms, smallest number first:
SMILES	GASC-1 inh
Cc1cc(C)n2c(C)nnc2c1	1
N#Cc1cccc(N=c2ssnc2Cl)c1	-7
O=C(O)c1ccc(Cl)c(NCc2ccncc2)c1	2
CNC(=O)c1nnsc1S(=O)(=O)c1ccc(Cl)cc1	5
COC(=O)C(CC(=O)c1ccc(Br)cc1)n1ccnc1 (centres undefined)	-8
COc1ccc(/C=C(\C#N)c2nc3ccccc3[nH]2)cc1O	1
Cc1ccc(-c2ccc(/C=C3/NC(=O)NC3=O)o2)cc1[N+](=O)[O-]	5
CCCCC(=O)N1CCN(c2nc(-c3ccc(F)cc3)cs2)CC1	-8
FC(F)Sc1ccc(NC(=S)N2CCN(c3ccccn3)CC2)cc1	-20
CCCN1CCc2c(sc3nc(SCC)n(-c4ccccc4)c(=O)c23)C1	-6
Cc1cccc(/C=C(\c2nc3ccccc3[nH]2)S(=O)(=O)c2ccccc2)c1	-7
Cc1nn(Cc2ccccc2Cl)c(C)c1NC(=O)C1C2CCC(O2)C1C(=O)O (centres undefined)	-16
COc1cc(C(=O)NC(C)Cc2ccccn2)ccc1OC1CCN(C(C)=O)CC1 (centres undefined)	1
O=C(COc1ccc(Cl)cc1Cl)Nc1cccc(-c2ccc(N3CCOCC3)nn2)c1	5
Cc1nn(Cc2ccccc2)c(C)c1NC(=O)CSc1nc(-c2ccccc2)nc2c1cnn2-c1ccccc1	-9

Other results follow.
SMILES	GASC-1 inh
CCOc1cc(S(=O)(=O)N(Cc2ccccc2)Cc2ccccc2)c(OCC)cc1-n1cnnn1	-12
Cc1ccc(C)c(C(=O)COC(=O)CCN2C(=O)C3C4CCC(C4)C3C2=O)c1 (centres undefined)	-6
COc1ccc(Cn2c(O)c(/C=N/NC(=O)c3cccnc3)c3ccccc3c2=O)cc1	-2
COc1cc2c(cc1OC)-c1cc(Nc3cccc(F)c3)nc(=O)n1CC2	-2
COc1ccc(N=C2NC(=O)/C(=C\C=C\c3ccco3)S2)cc1	17
CCOC(=O)C1Cc2cc3c(cc2C1=O)CC(C(=O)OCC)C3=O (centres undefined)	0
COc1ccc(C2c3cc(OC)c(OC)cc3CCN2S(C)(=O)=O)cc1OC (centres undefined)	-2
Cc1cc(C)n(-c2ccc(NC(=O)C3CCCCN3Cc3cccc4c3OCO4)cc2)n1 (centres undefined)	18
Cc1ccc(OCC(=O)NCCCNC(=O)COc2ccc(C)cc2)cc1	0
Cc1cc(Cl)n2c(nc3ccccc32)c1C#N	-16
Cc1ccc(C(=O)CSc2ncnc3sc4c(c23)CCC(C)C4)cc1 (centres undefined)	-8
CC(C)CC(=O)/C(=C\c1ccc(Cl)cc1Cl)n1cncn1	-4
CCn1cc(C(=O)NN)c(=O)c2cc(F)c(N3CCCCC3)cc21	-5
O=C(O)c1csc(N/N=C/c2ccc(Br)cc2)n1	-29
Nc1nn(-c2cccc(F)n2)cc1-c1ccccc1	16
COc1ccccc1-c1c(NC(=O)c2ccco2)n(-c2ccccc2)nc(C)c1=O	-1
CCCOC(=O)c1ccc(NC(=O)c2cn(CC)c3nc(C)ccc3c2=O)cc1	-3
CCOC(=O)c1[nH]c(C)c(C(=O)NC)c1C	-18
Cc1ccc(C(C#N)N2CCOCC2)cc1 (centres undefined)	-16
CCCCc1nc2cc(C(=O)N(C)C(C)c3ccccn3)ccc2o1 (centres undefined)	-9
CC(C)(C)n1nnnc1C(c1ccccc1F)N1CCN(C2CCCC2)CC1 (centres undefined)	-4
Cc1nc(N)sc1-c1csc(Nc2ccccn2)n1	-23
O=[N+]([O-])/C(C=Nc1ccccc1O)=C\Nc1ccccc1O	-17
O=c1c2cn(Cc3ccc(F)cc3)c3ccc(F)cc3c-2nn1Cc1ccc(F)cc1	-1
CN1C=C/C(=C\c2cc[n+](C)c3ccccc23)c2ccccc21	-7
CCCC(C(=O)NC1CCCC1)N(C(=O)Cn1nnc(-c2ccc(C)o2)n1)c1ccccc1F (centres undefined)	-1
O=C(NCC(=O)N1CCN(c2ccccc2F)CC1)c1ccco1	-16
O=C(COC(=O)c1c2c(nc3ccccc13)/C(=C/c1ccco1)CC2)NC1CCCC1	-16
COC(=O)c1cc2c([nH]c3ccccc32)c(C)n1	-2
Cc1nn(C(C)(C)C)c(OC(=O)C2CCCC2)c1S(=O)(=O)c1ccccc1	6
CCc1nnc(NS(=O)(=O)c2ccc(NC(=S)NC(=O)/C=C/c3cccs3)cc2)s1	1
OCCNc1nc(SCc2ccccc2)nc2sc3c(c12)CCC3	10
Cc1ccc([N+](=O)[O-])cc1NC(=O)Nc1cccc(F)c1	-6
Cc1ccc(-c2nnn(CC(=O)N(CC(=O)NC3CCCCC3)c3cccc(F)c3)n2)o1	-1
CC(=O)Nc1nc2c(c3c1c(=O)oc1ccccc13)CC(C)CC2 (centres undefined)	-6
Cn1c(Cn2nnc3ccccc32)nnc1SCC(=O)NCc1ccc2c(c1)OCO2	5
CC(C)Cn1c(N)c(S(=O)(=O)c2cccs2)c2nc3ccccc3nc21	-49
CC(=O)C1=C(O)C(=O)N(CCN(C)C)C1c1ccc(Cl)cc1 (centres undefined)	44
CC1C(=O)NN=C1C(=O)N/N=C\C(Br)=C\c1ccccc1 (centres undefined)	-9
CCOc1ccc(N2CC(C(=O)NCCc3ccc(OC)c(OC)c3)CC2=O)cc1 (centres undefined)	-2

Quoted at random: three entries already listed
SMILES	GASC-1 inh
O=C(COC(=O)c1c2c(nc3ccccc13)/C(=C/c1ccco1)CC2)NC1CCCC1	-16
CCOc1ccc(N2CC(C(=O)NCCc3ccc(OC)c(OC)c3)CC2=O)cc1 (centres undefined)	-2
CC(C)(C)n1nnnc1C(c1ccccc1F)N1CCN(C2CCCC2)CC1 (centres undefined)	-4

New compounds follow.
SMILES	GASC-1 inh
C(=C/c1nccc2c1[nH]c1ccccc12)/c1ccc2c(c1)OCO2	-20
Oc1[nH]c2ccccc2c1C=Nc1ccc2c(c1)OCCO2	-6
Cc1ccc(-c2nc3cccnc3s2)cc1NC(=O)C1c2ccccc2Oc2ccccc21	6
O=c1c(-c2ccccc2)c1-c1ccccc1	-3
O=c1cc(CSc2nc3ccccc3c(=O)[nH]2)c2ccc(O)cc2o1	-37
O=C(CCCn1nnnc1CN1CCOCC1)N1CCC(c2ccccc2F)C1 (centres undefined)	3
O=C(O)c1ccc(/C=N/Nc2ccc(C(F)(F)F)cn2)cc1	-29
O=C(O)C(Cc1ccccc1)N1C(=O)/C(=C/C=C/c2ccco2)SC1=S (centres undefined)	13
Cc1cnc(C(=O)Nc2cccc3cccnc23)cn1	0
CCCn1c2c(c(O)c(C(=O)Nc3nc(C)cs3)c1=O)CCCC2	-22
COc1cc(-n2nnnc2SCC(=O)N2CCN(c3ccc(F)cc3)CC2)c(OC)cc1Cl	1
O=C(NC1CCCCC1)c1cc2nc(-c3ccco3)cc(C(F)(F)F)n2n1	6
CCCOc1nc(N)c(C#N)c(-c2ccccc2F)c1C#N	-7
Cc1ccc2[nH]c3c(c2c1)CN(C(=O)CN1CCN(c2ccccc2)CC1)CC3	1
Oc1ccc(Nc2nc(NCC3CCCO3)c3ccccc3n2)cc1 (centres undefined)	1
COc1cccc(-c2nnc(N(C)C(=O)c3ccno3)s2)c1	-40
Cc1nc(C(=O)NCCC(C)C)sc1C1(C)CC(c2cccc([N+](=O)[O-])c2)=NO1 (centres undefined)	37
Cn1c(=O)c(/C=C/c2ccc(F)cc2)nc2ccccc21	-11
CCCOc1ccc(/C=N/Nc2ccc(C(=O)O)cc2)c(OCCC)c1	-18
CCOc1ccc2nc(N3C(=O)/C(=C/c4ccc(Cl)cc4)NC3=S)sc2c1	2
COC(=O)C1=C(C(=O)OC)[C@@H]2Nc3ccccc3[C@@]23C[C@@H](C(=O)OC)N(C(=O)c2ccc(Br)cc2)C3=N1	-21
O=C1CCC(C(=O)N2CCCO2)CN1Cc1cccc(C(F)(F)F)c1 (centres undefined)	-9
CCOCCN1CCN(c2c3c(nc4cc(-c5ccc(F)cc5)nn24)CCC3)CC1	-1
O=C(NNC(=O)c1cccc(S(=O)(=O)N2CCc3ccccc32)c1)c1ccccc1	13
COc1ccc(C(=O)Nc2nnc(-c3ccc(F)cc3)s2)c(OC)c1	-21
COc1ccc([C@@H]2C[C@H](c3ccccc3)Oc3cc(C)cc(C)c32)cc1	-2
Fc1ccc(C(c2nnnn2C2CCCC2)N2CCN(Cc3ccccc3)CC2)cc1 (centres undefined)	-1
Nn1c(Nc2ccccc2)nc2sc3c(c2c1=O)CCC3	-28
CCc1nc(SCC(=O)Nc2c(C)nn(C)c2C)c2cnn(-c3ccccc3)c2n1	-5
CN1CCN(CCCNC(=O)c2ccc(/C=C3/Sc4ccccc4N(Cc4cccc(Cl)c4)C3=O)cc2)CC1	-10
CCS(=O)(=O)N1CCC(NC(=O)C(Cc2cccc(OC)c2OC)NC(C)=O)CC1 (centres undefined)	?
CCN(C(=O)CCc1nc(-c2ccccc2F)no1)c1cc(OC)ccc1OC	2
O=C1c2ccccc2S(=O)(=O)N1Cc1nnc(-c2ccccc2Br)o1	-18
O=c1c2ccccc2sc2nc(C3CCCCC3)n(Cc3ccco3)c(=O)c12	?
CC(=O)c1ccc(-n2nnnc2SCC(=O)N2CCc3ccccc3C2)cc1	-7
CCOC(=O)/C(C)=C1\NC(C)(C)Cc2ccccc21	1
O=C(c1cccnc1)N1CCC(c2nc3ccccc3[nH]2)CC1	66
CCN(/N=C/c1ccc(N(C)C)cc1)c1nc2ccccc2[nH]1	-6
COc1ccc(CC(=O)Nc2cccc(-c3nnc(-c4ccccc4)o3)c2)cc1OC	-6
CCc1nn(C(CC)C(=O)NCC(C)c2ccccc2)c(=O)c2cc3occc3n12 (centres undefined)	-7
COc1ccccc1C1c2[nH]c3ccccc3c2CCN1Cc1cnc(C)s1 (centres undefined)	95
COc1ccc(NC(=O)COc2cccc3c2CCNC3=O)cc1	6
COc1cccc(NC(=S)N/N=C2/CCCCc3ccccc32)c1	-8
CC(C)[C@H](NC(=O)C1CCC(CNC(=O)[C@@H]2CCCN2C(=O)OC(C)(C)C)CC1)C(=O)O (some centres undefined)	7
Cn1c(C(=O)N2CCN(c3ccc([N+](=O)[O-])cc3)CC2)cc2c(=O)[nH]c3ccccc3c21	26
CCOC(=O)N1CCN(c2ncnc3c2cnn3-c2ccc(Cl)cc2)CC1	?
COc1cccc(C(c2nnnn2C(C)(C)C)N2CCN(C3CCCCC3)CC2)c1OC (centres undefined)	17
CCCn1c2ccc(C)cc2c2nnc(SCCN3CCCCC3)nc21	-27
Cc1ccc(NC(=O)C(C)Sc2nnc(C)n2CC2CCCO2)cc1 (centres undefined)	-8
COc1ccc(C(=O)c2ccc(-c3ccc(OC)cc3)nc2)cc1	4
Cc1cc(Cl)n2c(nc3cc(F)c(F)cc32)c1C#N	?
C=C1CSc2nc(=O)c3c(C)c(C)sc3n21	-6
O=c1[nH]c2cc3c(cc2cc1CN(CCc1ccccc1)Cc1nnnn1C1CCCC1)OCCO3	-3
Cc1cccc(N(C(=O)c2ccco2)C(C(=O)NC2CCCC2)c2ccco2)c1C (centres undefined)	-18
Cc1ccc(SC[C@H](Cc2ccccc2)N2CCN(C)CCC2=O)cc1	12
O=C(Nc1ccc(O)cc1)c1c(O)c2c([nH]c1=O)CCCC2	-15
O=C(c1ccco1)N1CCN(c2ncnc3c2[nH]c2ccccc23)CC1	-3
COc1ccc(C(=O)/C=C/C(=O)N(CC(=O)NCCC(C)C)Cc2cccs2)c(O)c1	-3
COc1ccccc1NC(=O)CN1CCN(S(=O)(=O)c2ccc(Br)cc2)CC1	-20
COCCC(=O)N1CCC(Oc2ccc(C(=O)N3C[C@@H](C)O[C@@H](C)C3)cc2)CC1	-7
Continued.
SMILES	GASC-1 inh
O=C(O)CC/C(=C\c1ccc(N2CCOCC2)c([N+](=O)[O-])c1)c1nc2ccccc2s1	-6
CC(C)(C)c1ccc(C(=O)C2CCCN(C(=O)c3ccccn3)C2)cc1 (centres undefined)	7
C/C(=N/NC(=O)c1cc(O)c(O)c(O)c1)c1ccc([N+](=O)[O-])cc1	70
S=C1CCSc2ccc(Cl)cc2N1	9
O=C(O)c1ccccc1Nc1ccc2nonc2c1[N+](=O)[O-]	12
O=C(CSc1ccccn1)N1CCCC(Nc2ccccc2)C1 (centres undefined)	-1
Fc1cccc(-c2nnn3c2nc(Cl)c2ccccc23)c1	13
CCN1CCN(CCNC(=O)c2ccc(/C=C3/Sc4ccccc4N(Cc4ccccc4C)C3=O)cc2)CC1	-11
O=C(CNc1cccc2ccccc12)N/N=C/c1ccc(OC(=O)/C=C/c2ccco2)cc1	-2
